# Source: PubChem BioAssay (Dana-Farber Cancer Institute and Novartis Institutes for BioMedical Research (Cambridge, Mass))
# USP8 inh: inhibitors of human USP8 deubiquitinase; purified USP8, Ub-rhodamine cleavage fluorescence, 30 min; AID 1645853, 2021; hit rate 4.2% among 47,000; inhibition, % at 20 µM
# USP7 inh: inhibitors of human USP7 deubiquitinase | Ubiquitin carboxyl-terminal hydrolase 7 (Homo sapiens), Q93009 | purified USP7, Ub-rhodamine cleavage fluorescence | inhibition, % at 20 µM | hit rate 0.3% among 47,000
# Target sequence (Q93009 whole entry, looked up): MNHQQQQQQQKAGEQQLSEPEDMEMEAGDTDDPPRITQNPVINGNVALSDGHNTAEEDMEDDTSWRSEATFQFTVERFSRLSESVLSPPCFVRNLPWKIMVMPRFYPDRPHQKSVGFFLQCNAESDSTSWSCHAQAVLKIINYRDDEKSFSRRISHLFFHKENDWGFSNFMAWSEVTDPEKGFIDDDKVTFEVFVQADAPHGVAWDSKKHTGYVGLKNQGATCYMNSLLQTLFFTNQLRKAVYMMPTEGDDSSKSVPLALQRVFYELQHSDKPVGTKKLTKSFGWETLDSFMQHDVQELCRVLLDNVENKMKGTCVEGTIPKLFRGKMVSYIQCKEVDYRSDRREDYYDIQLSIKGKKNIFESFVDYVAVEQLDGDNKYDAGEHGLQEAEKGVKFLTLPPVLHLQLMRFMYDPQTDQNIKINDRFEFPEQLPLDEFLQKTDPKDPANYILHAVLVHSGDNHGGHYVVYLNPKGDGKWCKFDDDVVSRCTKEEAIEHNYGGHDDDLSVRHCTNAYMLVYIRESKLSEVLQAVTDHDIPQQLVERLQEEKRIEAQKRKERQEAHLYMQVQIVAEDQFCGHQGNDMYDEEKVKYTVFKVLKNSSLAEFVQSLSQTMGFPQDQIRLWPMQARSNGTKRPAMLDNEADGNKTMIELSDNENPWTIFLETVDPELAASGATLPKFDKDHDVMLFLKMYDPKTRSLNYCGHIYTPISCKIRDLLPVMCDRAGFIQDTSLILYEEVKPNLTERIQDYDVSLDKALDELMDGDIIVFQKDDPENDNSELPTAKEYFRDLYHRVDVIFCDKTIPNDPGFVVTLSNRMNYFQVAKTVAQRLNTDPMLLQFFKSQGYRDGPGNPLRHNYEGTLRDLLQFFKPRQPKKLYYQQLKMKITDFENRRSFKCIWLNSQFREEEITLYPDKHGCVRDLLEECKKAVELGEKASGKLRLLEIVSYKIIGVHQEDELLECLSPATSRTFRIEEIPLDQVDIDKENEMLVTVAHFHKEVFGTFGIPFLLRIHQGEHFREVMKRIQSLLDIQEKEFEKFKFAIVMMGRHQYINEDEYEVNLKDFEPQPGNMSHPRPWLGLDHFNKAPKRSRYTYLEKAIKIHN
# OTUD3 block: inhibitors of human OTUD3 deubiquitinase; purified OTUD3, Ub-rhodamine fluorescence, 2 h; inhibition, % at 25 µM; hit rate 0.7% among 47,000; OTU domain-containing protein 3 (Homo sapiens), Q5T2D3
# USP10 block: inhibitors of human USP10 deubiquitinase; AID 1645856, 2021; inhibition, % at 20 µM; hit rate 1.1% among 47,000; purified USP10, Ub-rhodamine fluorescence, 60 min
# USP28 inh: inhibitors of human USP28 deubiquitinase; hit rate 3% among 47,000; Ubiquitin carboxyl-terminal hydrolase 28 (Homo sapiens), Q96RU2; AID 1645857, 2021; inhibition, % at 25 µM; purified USP28, Ub-rhodamine cleavage fluorescence, 30 min
# UCHL1 inh: inhibitors of human UCHL1 deubiquitinase; Ubiquitin carboxyl-terminal hydrolase isozyme L1 (Homo sapiens), P09936; purified UCHL1, Ub-rhodamine cleavage fluorescence; inhibition, % at 20 µM; hit rate 0.2% among 47,000
# USP30 inh: inhibitors of human USP30 deubiquitinase; Ubiquitin carboxyl-terminal hydrolase 30 (Homo sapiens), Q70CQ3; purified USP30, Ub-rhodamine cleavage fluorescence; inhibition, % at 25 µM; hit rate 5.3% among 47,000; AID 1645860, 2021
# USP17 inh: inhibitors of human USP17 deubiquitinase; Ubiquitin carboxyl-terminal hydrolase 17-like protein 5 (Homo sapiens), A8MUK1; purified USP17, Ub-rhodamine cleavage fluorescence, 3 h; inhibition, % at 50 µM; hit rate 6.5% among 47,000
# The depositor's hits bear a star; i = inactive; · = no result given. Rule as the data show it: active = inhibition above about 30%; inactive = the rest.
USP8 inh,USP7 inh,OTUD3 block,USP10 block,USP28 inh,UCHL1 inh,USP30 inh,USP17 inh,SMILES
3,-82,4,2,1,1,7,3,Cc1ccc(C2CC(=O)c3cnc4c(c3C2)c(=O)n(C)c(=O)n4C)cc1 (stereo not drawn)
-7,-21,-5,-11,1,-3,-34,-7,CC(C)OC(=O)CN1C(=O)C(C)(C)Oc2ccc(C(=O)c3ccco3)cc21
19,-15,-26,-3,-14,-5,-85,0,Cc1cnc(NC(=O)C2Cc3ccccc3CN2C(=O)c2ccccc2)s1 (stereo not drawn)
8,0,3,-5,-4,0,-13,-20,Cc1ocnc1C(=O)N[C@@H]1C[C@@H](Oc2ccccc2)[C@H](O)[C@H]1N1CCCC1
-12,-2,-16,-2,-17,-1,-10,-12,COc1ccccc1C(=O)N[C@@H]1C[C@H]2Oc3ccccc3N[C@H]2[C@@H]1O
-8,4,-3,1,0,-5,13,-4,Cc1nc(N2CCC(C(N)=O)CC2)c2oc3ccc(Cl)cc3c2n1
27,6,7,17,25,-7,35*,14,Cc1cccc(NC(=O)Cn2c(C)ccc(NC(=O)Nc3cccc(C)c3)c2=O)c1
0,0,-5,-1,·,0,·,-3,Fc1cccc(Cc2nc(-c3ccc4nncn4c3)no2)c1
-94,-50,-100,-9,-130,-45,i,-147,Cc1ccc(NC(=O)C2CCCN(c3cnc4nccnc4c3)C2)c(F)c1 (stereo not drawn)
-353,-1,-17,-3,-34,-7,-69,-53,O=C(Nc1cccc(F)c1)C1=NOC2(CCNCC2)C1
1,0,1,-2,0,2,-11,-7,N#Cc1cccc(NC(=O)CN2CCN(C(=O)C3COc4ccccc4O3)CC2)c1 (stereo not drawn)
-1,-3,-15,-7,-21,1,-60,-6,O=C(CSC1=NC2(CCCCC2)Nc2ccccc21)Nc1ccc(F)cc1F
-21,-4,-25,-1,-22,-9,-80,-1,CN(C)S(=O)(=O)c1ccc(C(=O)NCc2nc3ccccc3s2)cc1
1,5,5,0,5,1,1,3,CSc1nc2c(c(=O)n1C)N[C@H]1[C@H](O)[C@H](O)CO[C@H]1N2
-3,0,-1,-2,-8,-3,-4,-4,O=C(Nc1ccncc1)c1cc(-n2cnnn2)ccc1Cl
-128,-2,-4,2,-13,-2,-1,-44,COC(=O)C1CN(C(=O)COc2ccc([N+](=O)[O-])cc2)c2ccccc2O1 (stereo not drawn)
11,-138,-8,-1,12,2,-19,3,CC1(C)CS(=O)(=O)N(c2cccc(C(=O)Nc3ccc(Br)cc3)c2)C1=O
7,-18,-8,0,-15,-3,-1,19,CCNC(=O)c1nc(-c2ccc(N3CCCCCC3)cc2)no1
-4,-1,-9,-2,-3,-1,-14,-3,COc1ccc(N2CCCS2(=O)=O)cc1NC(=O)c1cc(C)cc(C)c1
-7,-55,5,-4,6,-2,11,1,CCOC(=O)N1CCC(NCc2c(C(=O)O)n(Cc3ccc(F)cc3Cl)c3ccccc23)CC1
-3,-1,0,0,-7,-1,-1,-2,CCCc1cc(C2CCCN2C(=O)c2cc(C(C)C)no2)no1 (stereo not drawn)
-27,-8,-9,0,-18,-1,-20,-17,O=C(COc1ccccc1)N1CC[C@@H]2CN(Cc3ccccc3)S(=O)(=O)[C@@H]2CC1
20,0,8,0,7,0,-28,10,Fc1ccc(-c2cnc([C@@H]3COCCN3C3CCNCC3)[nH]2)c(F)c1
69*,18,13,24,8,9,30,59*,COc1ccc2nc(SCC(=O)Nc3ccc(NC(C)=O)cc3)c(C)cc2c1
20,8,45*,20,15,6,75*,·,Cc1c(C)n(-c2ccccc2)c2ncn(CC(=O)NC(C)c3ccccc3)c(=O)c12 (stereo not drawn)
14,-14,8,-2,2,0,5,1,O=C(CCc1nnc2n(Cc3ccccc3Cl)c(=O)c3ccccc3n12)N1CCN(C(=O)c2ccco2)CC1
-1,2,-5,2,-11,-1,-12,2,Cc1cc(C)c(S(=O)(=O)N2CCCN(S(=O)(=O)c3cc(Br)c(C)cc3C)CC2)cc1Br
-2,1,3,-4,5,1,10,5,O=C(NC1CCCCCC1)C1CCN(c2cnc(N3CCOCC3)nc2)CC1
6,-9,4,0,0,0,0,-13,COc1ccc(C(=O)N2CCCN(C)c3nc4ccccc4nc32)c(OC)c1OC
2,3,0,2,·,3,·,12,CC(=O)c1ccc(NC(=O)CN(CC(=O)Nc2ccc(C(C)=O)cc2)Cc2ccccc2)cc1
9,-1,3,-5,2,3,7,2,CC1Cc2cc(S(=O)(=O)N3CCC(C(=O)N4CCN(C5CCCCC5)CC4)CC3)ccc2N1C(=O)C1CC1 (stereo not drawn)
-19,-147,-1,10,-2,-2,0,16,Cc1cc(OCc2nnc(SC(C)C(=O)O)n2Cc2ccccc2)ccc1Cl (stereo not drawn)
12,7,12,3,6,2,10,7,CN(C)C(=N)c1n[nH]nc1SCc1ccc(Cl)c(Cl)c1
0,-30,-2,1,-7,-2,-64,4,CCCN1C(=O)NC2(CCN(C(=O)Nc3cccc(C(F)(F)F)c3)CC2)C1=O
4,9,-1,7,-4,1,31*,15,CN(Cc1ccccc1)S(=O)(=O)c1ccc(NC(=O)c2ccc(Cl)cc2)cc1
-10,-5,0,-1,-8,-3,-20,-3,Cc1noc(C)c1CN1CCC(NC(=O)c2ccc(F)cc2)C1 (stereo not drawn)
1,-10,3,0,7,3,-8,4,CCn1c(=O)c(C(=O)N2CCN(c3cc(Cl)ccc3C)CC2)nc2ccccc21
-6,-3,7,-4,-16,-1,12,27,O=C(CCCn1c(=O)c2ccccc2n(CC(=O)c2ccc(F)cc2)c1=O)NC1CCN(Cc2ccccc2)CC1
0,2,-12,-1,-6,-2,-45,-7,Nc1ncc(-c2ccc(Cl)cc2)c(C2CCCN2)n1 (stereo not drawn)
2,-2,-4,-1,-17,-3,-3,-6,O=C(C1CCCC1)N1CCCC(c2ccnc3ncnn23)C1 (stereo not drawn)
56*,9,-7,9,-115,0,-35,-1,N#Cc1cccc(NC(=O)CC(=O)Nc2ccc3nc4n(c(=O)c3c2)CCCCC4)c1
10,4,6,0,7,3,4,9,Cc1csc(C(=O)N2CCN(S(C)(=O)=O)CC(C(N)=O)C2)c1 (stereo not drawn)
4,0,2,0,·,-3,·,-5,O=S(=O)(c1c[nH]c2ncccc12)N1CCCC1
9,1,9,-4,4,2,22,2,COc1ccccc1CNC(=O)[C@H](C)NC(=O)C1CCN(C(=O)[C@H](Cc2ccccc2)NC(=O)OC(C)(C)C)CC1
0,1,-3,4,-6,-2,1,3,O=C(O)[C@@H]1Cc2nc[nH]c2CN1
2,1,11,-2,7,5,15,2,C[C@H]1CN(C(=O)c2ccc3ccccc3n2)C[C@@H]1c1nc(-c2cccnc2)no1
3,4,6,1,0,1,5,3,O=C(O)c1ccccc1-c1ccccc1C(=O)N1CCOCC1
18,-29,16,-4,16,2,63*,21,O=C(CN(Cc1ccc(Cl)cc1)S(=O)(=O)c1ccc(Cl)cc1)N1CCOCC1
2,2,3,1,2,0,13,4,COc1cccc(NC(=O)CN2C(=O)CCc3ccccc32)c1
-12,-37,0,-3,-6,-8,-8,-2,Cc1ccc(CNC(=O)C2CCN(c3cnc(N4CCOCC4)nc3)CC2)cc1C

# Record cards, from the list above:
# CN(Cc1ccccc1)S(=O)(=O)c1ccc(NC(=O)c2ccc(Cl)cc2)cc1 as listed: USP8 inh = 4; USP7 inh = 9; OTUD3 block = -1; USP10 block = 7; USP28 inh = -4; UCHL1 inh = 1; USP30 inh = 31*; USP17 inh = 15
# Nc1ncc(-c2ccc(Cl)cc2)c(C2CCCN2)n1 (stereo not drawn) as listed: USP8 inh = 0; USP7 inh = 2; OTUD3 block = -12; USP10 block = -1; USP28 inh = -6; UCHL1 inh = -2; USP30 inh = -45; USP17 inh = -7

# Entries above that contain two or more sulfur atoms, in the order listed:
USP8 inh,USP7 inh,OTUD3 block,USP10 block,USP28 inh,UCHL1 inh,USP30 inh,USP17 inh,SMILES
-21,-4,-25,-1,-22,-9,-80,-1,CN(C)S(=O)(=O)c1ccc(C(=O)NCc2nc3ccccc3s2)cc1
-1,2,-5,2,-11,-1,-12,2,Cc1cc(C)c(S(=O)(=O)N2CCCN(S(=O)(=O)c3cc(Br)c(C)cc3C)CC2)cc1Br
10,4,6,0,7,3,4,9,Cc1csc(C(=O)N2CCN(S(C)(=O)=O)CC(C(N)=O)C2)c1 (stereo not drawn)

# New compounds follow.
USP8 inh,USP7 inh,OTUD3 block,USP10 block,USP28 inh,UCHL1 inh,USP30 inh,USP17 inh,SMILES
10,1,12,0,4,0,9,5,N#C/C(=C/c1ccc(OC(=O)c2cccnc2)cc1)c1nnc2n1CCCCC2
16,5,0,3,6,4,11,3,CCCN1CCn2cc(S(=O)(=O)Nc3ccccc3C)cc2C1=O
-5,-5,-6,-5,-7,-6,-6,-5,O=C(CCc1nnc2n(CCc3ccccc3)c(=O)c3ccccc3n12)NC1CCN(Cc2ccccc2)CC1
-51,2,2,1,0,3,14,-3,COc1cccc2cc(C(=O)N3CC(c4nc(-c5ncccn5)no4)C3)oc12
24,4,17,2,8,0,26,6,O=S(=O)(c1c(F)cccc1F)N1CCCC(c2nnc(C(F)(F)F)o2)C1 (stereo not drawn)
20,-14,12,6,64*,5,16,15,Cc1ccc(Cn2nnc(-c3ccccc3Cl)n2)cc1
-20,-2,-4,-3,9,0,-23,-6,COc1ccc(CC(=O)NCc2cc3ccccc3s2)cc1OC
-31,0,0,2,13,0,15,22,COc1cccc(NC(=O)CCc2ccc3nc(NC(=O)C(C)C)sc3c2)c1
-72,-3,-31,0,-38,0,-99,-26,Cc1cn2c3c(=O)n(C/C=C/c4ccccc4)c(=O)n(C)c3nc2n1-c1ccccc1N
-112,5,14,2,7,0,13,4,Fc1cccc(Cl)c1CN1CCN(C/C=C/c2ccccc2)CC1
-2,-3,-6,1,-18,-3,-48,4,CCc1nc2c3cnn(-c4ccc(C)c(C)c4)c3ncn2n1
-9,0,-7,-2,-7,0,6,-3,COc1ccc(OC)c(CC(NC(C)=O)C(=O)NC2CCN(c3c(Cc4ccccc4)c(C)nc4ncnn34)CC2)c1 (stereo not drawn)
18,6,5,1,0,4,11,13,COCCCn1c(C(=O)NCCCn2ccnc2)cc2c(=O)n3ccccc3nc21

# In a second layout: results already given.
# Fields – USP8 inh, USP7 inh, OTUD3 block, USP10 block, USP28 inh, UCHL1 inh, USP30 inh, USP17 inh
CN(C)C(=N)c1n[nH]nc1SCc1ccc(Cl)c(Cl)c1
  12, 7, 12, 3, 6, 2, 10, 7
CCCN1C(=O)NC2(CCN(C(=O)Nc3cccc(C(F)(F)F)c3)CC2)C1=O
  0, -30, -2, 1, -7, -2, -64, 4
CN(Cc1ccccc1)S(=O)(=O)c1ccc(NC(=O)c2ccc(Cl)cc2)cc1
  4, 9, -1, 7, -4, 1, 31*, 15
Cc1noc(C)c1CN1CCC(NC(=O)c2ccc(F)cc2)C1 (stereo not drawn)
  -10, -5, 0, -1, -8, -3, -20, -3
CCn1c(=O)c(C(=O)N2CCN(c3cc(Cl)ccc3C)CC2)nc2ccccc21
  1, -10, 3, 0, 7, 3, -8, 4
